# Screening results (PubChem)
# Abeta yeast res = restores growth of yeast expressing A-beta42 peptide; yeast expressing A-beta42, growth rescue, OD600, 48 h; response scale: 0% DMSO, 100% iron-clioquinol control; Potency, µM (top dose mostly 46.1 µM), without a hit: at the top dose growth rescue, usual class: activators; AID 1347071; 410,000 compounds, 0.063% hits; note: potency is the fitted concentration of half-maximal effect; nearly all actives have a fitted effect of over 55% in size
#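 Yeast A-beta toxicity model in growth medium with pinned compounds, 48 h at 30 C; growth read as absorbance at 600 nm. Normalized to FeCl3/clioquinol equimolar mix (positive) and DMSO (negative).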
# PI5P4Ka inh = blocks human PI5P4K alpha kinase activity; P48426; PI5P4Kalpha enzyme, ADP-Glo luminescence, 60 min; stronger effect = lower value; max response, %; 330,000 compounds, 1.2% hits; active = max response of -50% or lower; inconclusive = between -30% and -50%; inactive = -30% or higher; note: value at the top dose of about 77 µM; % is set by controls: 0 for no effect and ±100 for the full control effect
# Target sequence (P48426 whole entry, looked up): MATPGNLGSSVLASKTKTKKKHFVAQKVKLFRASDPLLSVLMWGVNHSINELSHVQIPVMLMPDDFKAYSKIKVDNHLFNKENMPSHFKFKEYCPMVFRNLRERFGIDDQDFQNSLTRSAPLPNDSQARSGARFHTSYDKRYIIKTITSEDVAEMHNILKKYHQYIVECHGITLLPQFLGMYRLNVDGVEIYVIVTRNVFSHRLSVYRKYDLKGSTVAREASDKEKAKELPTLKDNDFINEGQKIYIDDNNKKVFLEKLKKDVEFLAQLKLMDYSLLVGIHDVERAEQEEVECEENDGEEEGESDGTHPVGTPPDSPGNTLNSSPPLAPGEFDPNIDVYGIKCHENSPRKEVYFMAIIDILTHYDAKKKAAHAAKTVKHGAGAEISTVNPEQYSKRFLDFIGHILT
#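 qHTS, 1536-well: enzyme/substrate mix, compound by pin tool, 5 microM ATP final; RT 60 min; ADP-Glo reagents 1 (45 min) then 2 (30 min); luminescence.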
# FUS suppressor = suppressors of FUS proteinopathy in yeast | 390,000 compounds, 0.24% hits | Potency, µM (highest dose often 76.6 µM), for the others: top-dose growth rescue (activation), actives largely listed as activators | S. cerevisiae FUS-expressing, growth rescue, OD600, 24 h | AID 1347120;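 note: potency is the fitted concentration of half-maximal effect; plate controls were DMSO vehicle for no effect and reference control for full effect; nearly all actives have a fitted effect of over 55% in size; some results filed as inactive show a strong effect at the top dose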
#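 Cultures pregrown in 2.5% raffinose medium are shifted to minimal medium containing 2% galactose to express toxic FUS. Compounds are tested at several concentrations. After 24hr at 30C, growth is quantified at 600 nm absorbance.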
# WRN helicase inh = inhibitors of human WRN helicase | WRN helicase unwinding, fluorescent forked duplex, kinetic | Potency, µM (top dose mostly 114 µM), for the others: at the top dose activity change, negative = inhibition, usual class: inhibitors | 360,000 compounds, 0.46% hits | Q14191; note: potency is the fitted concentration of half-maximal effect; % is set by controls: 0 for no effect and ±100 for the full control effect; nearly all actives have a fitted effect of over 55% in size
#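 Enzyme (20 nM final) and test compound sit together 15 min at room temperature before substrate addition. Substrate is a single-forked duplex oligonucleotide (100 nM) labelled with fluorophore and quencher, with 2 mM ATP; helicase unwinding raises red fluorescence, read kinetically.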
# EPAC1 antag = antagonists of human EPAC1 | EPAC1 GEF assay, Rap1b-BODIPY-GDP exchange fluorescence | Potency, µM (titrated, usually from 115 µM), for the others: at the top dose activity change, negative = inhibition, actives largely listed as inhibitors | 360,000 compounds, 0.14% hits;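 note: potency is the fitted concentration of half-maximal effect; plate controls were vehicle for no effect and positive control for full effect; nearly all actives have a fitted effect of over 50% in size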
# PLK1 PBD block = blocks phosphopeptide binding to human PLK1 polo-box domain; P53350; Plk1 PBD binding of FITC phosphopeptide, fluorescence polarization; Potency, µM, inactives show max response, negative = inhibition, most hits filed as inhibitors; 360,000 compounds, 2.8% hits; AID 720504; note: potency is the fitted concentration of half-maximal effect; series mostly up to about 57 µM; % is set by controls: 0 for no effect and ±100 for the full control effect; nearly all actives have a fitted effect of over 65% in size
# IL2 activator = activates IL-2 in a cell-based reporter assay. IL-2 activation reporter assay, cell-based qHTS; stimulated with anti-CD3/CD4/CD28 beads; in transgenic mouse T cells. activation, % (series mostly up to about 46 µM). 360,000 compounds, 0.065% hits. AID 652025; in the data active = activation above about 50%; inconclusive = mostly about 30% to 49%; note: 0% is about no effect
#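 Unstimulated transgenic mouse T cells, 750 per well, received compound and, after 60 minutes, anti-CD3/anti-CD4 bead plus anti-CD28 stimulation. EGFP and DsRed were quantified after 18 hours.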
# EPAC1 agonist = activates human EPAC1 exchange factor | O95398 | EPAC1 agonist qHTS, biochemical assay; response scale: 100% = response to 6.5 mM cAMP | Potency, µM (series often up to 154 µM), for inactives: at the top dose activation, usual class: activators | 360,000 compounds, 0.073% hits; note: potency is the fitted concentration of half-maximal effect; nearly all actives have a fitted effect of over 60% in size
#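 Read-out is the fluorescence drop as BODIPY-GDP leaves Rap1B (480 nm excitation, 540 nm emission), recorded every 5 minutes over 30 minutes. Reactions held 100 nM EPAC1, 250 nM Rap1B–BODIPY-GDP and 50 uM GDP, with 6.5 mM cAMP setting full activation.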
# * = called active by the depositor; ? = inconclusive; . = no result given; [ ] = dose if it differs, or a comment. Unless noted, calls come from the whole dose curve; as a rule, active = well fitted curve in the direction sought with a large enough effect; inconclusive = small, poorly fitted or top-dose-only effect, or another doubt; inactive = no such curve, though single readings can be large; an effect the other way counts as inactive or inconclusive.
canonical_smiles,WRN helicase inh,PLK1 PBD block,EPAC1 agonist,FUS suppressor,EPAC1 antag,PI5P4Ka inh,Abeta yeast res,IL2 activator
CCn1cc(C(=O)N2CCCC2)c(=O)c2cc(S(=O)(=O)N3CCC(C)CC3)ccc21,-2.9%,1.8%,13.8%,3.6%,12.4%,5.3,20.4%,-1.5
CC1CC(C)(C)NC(=S)N1CCCC(=O)Nc1ccc(F)cc1 (stereo not drawn),-0.2%,-26.0%,1.6%,9.6%,-20.7%,-9.1,4.3%,1.6
COC(=O)c1sccc1NC(=O)COc1ccc(F)cc1Cl,-6.7%,-1.3%,-1.6%,-35.7%,8.2%,2.0,5.4%,-3.1
CC1(C(=O)NS(=O)(=O)Cc2ccccc2C(F)(F)F)CCN1C(=O)c1ccco1 (stereo not drawn),5.0%[57.1 µM],4.2%,-8.5%,-17.1%,16.7%,2.2,4.0%,0.3
CCOC(=O)N1CCN(Cc2c(O)ccc3ccccc23)CC1,-7.3%,10.6µM*,0.7%,24.1%,11.4%,-1.6,-4.7%,0.0
CS(=O)(=O)N(CC(=O)NC1CC2CCC1C2)c1ccc(Oc2ccccc2)cc1 (stereo not drawn),0.3%,-11.3%,16.9%,40.9%,-25.1%,0.9,-15.0%,-1.0
O=C(CCC(=O)OCC(=O)c1ccc(Br)cc1)Nc1cccc2cccnc12,7.7%,-5.7%,7.5%,9.9%,22.8%,3.9,-0.3%,-1.4
COc1ccc(N2CCN(C(=O)c3cccc(S(=O)(=O)N4CCc5ccccc54)c3)CC2)cc1,-8.7%,-3.6%,13.5%,22.1%,-7.8%,0.8,4.7%,-0.6
Fc1ccccc1NC(=S)N1CCC(c2ccccc2)C1 (stereo not drawn),-9.9%,0.6%,-5.4%,16.1%,-3.7%,0.2,?,-1.8
O=C(Nc1ccccc1Cl)c1ccc(COc2ccc3c(c2)CCC3)cc1,-1.1%,1.2%,3.8%,-28.1%,-6.4%,-2.3,-2.5%,-2.8

# Next section:
canonical_smiles,WRN helicase inh,PLK1 PBD block,EPAC1 agonist,FUS suppressor,EPAC1 antag,PI5P4Ka inh,Abeta yeast res,IL2 activator
OCCNc1nc2ccccc2n1-c1ncnc2sc3c(c12)CCC3,-6.1%,-7.6%,-1.9%,-43.6%,-12.1%,-3.3,13.0%,0.9
OCCNc1ncnc2c1ncn2[C@H]1CN(Cc2ccco2)C[C@@H](CO)O1,-10.8%[57.1 µM],-6.7%,-8.5%,-8.5%,-12.3%,4.7,-2.5%,-0.9
COc1cccc(CNCC(O)COc2ccc(C(=O)c3ccccc3)cc2)c1 (stereo not drawn),0.6%,-1.0%,-4.2%,10.0%,4.2%,7.1,-4.7%,0.0
Nc1ccccc1-c1nc2ccncc2[nH]1,-5.4%,-5.2%,11.3%,-28.5%,4.7%,1.6,-1.0%,-0.2
Cc1ccc(C(NC(=O)c2ccccc2)C(Cl)(Cl)Cl)cc1 (stereo not drawn),-5.4%,3.0%,0.1%,-0.9%,-11.9%,-5.4,7.2%,0.0
CCOc1cc(/C=C(\C#N)C(=O)Nc2ccccc2C(=O)O)ccc1OC(=O)c1ccc(C)cc1,0.1%[57.1 µM],18.9µM*,-4.9%,0.8%,-16.6%,-3.6,1.8%,3.3
FC(F)C(F)(F)c1cc(-c2ccc(Cl)cc2)n[nH]1,-8.5%,-0.2%,-0.4%,-1.2%,-27.9%,13.2,?,-5.1
N#C/C(=C(/O)c1cccs1)c1nc2ccccc2[nH]1,-8.8%,-16.8%,-12.8%,26.6%,-10.0%,-4.7,-3.7%,-1.3
CCn1ccnc1CN(C)Cc1cn(-c2ccccc2)nc1-c1ccc(OC)cc1F,-4.0%,-9.1%,-1.1%,2.0%,?,9.1,4.3%,-2.6
CSCCC(C)N1CCC(Oc2ccc(C(=O)N3CCCC3)cc2)CC1 (stereo not drawn),-35.2%,0.3%,7.1%,.,2.6%,1.2,0.6%,-1.1

# The closing four records of the section before lead into the next:
canonical_smiles,WRN helicase inh,PLK1 PBD block,EPAC1 agonist,FUS suppressor,EPAC1 antag,PI5P4Ka inh,Abeta yeast res,IL2 activator
FC(F)C(F)(F)c1cc(-c2ccc(Cl)cc2)n[nH]1,-8.5%,-0.2%,-0.4%,-1.2%,-27.9%,13.2,?,-5.1
N#C/C(=C(/O)c1cccs1)c1nc2ccccc2[nH]1,-8.8%,-16.8%,-12.8%,26.6%,-10.0%,-4.7,-3.7%,-1.3
CCn1ccnc1CN(C)Cc1cn(-c2ccccc2)nc1-c1ccc(OC)cc1F,-4.0%,-9.1%,-1.1%,2.0%,?,9.1,4.3%,-2.6
CSCCC(C)N1CCC(Oc2ccc(C(=O)N3CCCC3)cc2)CC1 (stereo not drawn),-35.2%,0.3%,7.1%,.,2.6%,1.2,0.6%,-1.1
N[C@@]12CCc3nonc3[C@]1(O)CC(c1ccccc1)=[N+]2[O-],-18.9%[57.1 µM],3.6%,-3.1%,-14.0%,2.6%,-8.3,25.5%,-1.0
CC1(c2ccc(OC(F)F)cc2)NC(=O)N(CC(=O)Nc2ccc(Cl)cc2F)C1=O (stereo not drawn),-3.4%,-3.1%,0.4%,17.0%,5.2%,4.1,7.9%,-0.2
CCc1cc2cc(C)ccc2nc1SCC(=O)NNC(=O)c1ccco1,8.3%,-10.0%,-6.2%,20.3%,-12.8%,8.6,-12.2%,4.0
c1ccc(OCc2nnc(-c3ccccc3)o2)cc1,-20.6%,-0.5%,-8.4%,22.6%,-6.9%,3.2,-10.6%,-1.9
CCC(C)(C)NC(=O)CN(CCc1cccc(C)c1)C(=O)c1csnn1,4.1%,7.1%,-1.0%,-12.1%,-7.3%,-0.5,5.3%,-1.4
Cn1ccnc1SCC(=O)Nc1ccc(Cl)cn1,-7.7%,-12.9%,11.0%,-3.3%,-3.2%,0.5,6.9%,-2.4
CCOc1ccc(-n2c(C)cc(C(=O)CCl)c2C)cc1,10.7%,?,0.8%,17.0%,-22.3%,-4.8,-32.4%[inhibitor],-1.0
COc1ccc(C(=O)Nc2ccc(S(=O)(=O)N3CCN(C)CC3)cc2)cc1[N+](=O)[O-],-10.6%,2.5%,0.8%,9.7%,1.5%,-4.7,0.4%,0.7
Cc1cccc(-n2nc3c(c2NC(=O)CCCl)CSC3)c1,-2.3%,-19.1%,-7.3%,20.7%,-6.9%,-13.7,8.1%,1.0
Cc1cc(C)c2c(N)c(C(=O)Nc3ccccc3F)sc2n1,-1.5%,-2.7%,18.7%,-14.7%,17.3%,-3.4,8.3%,1.0

# Ordered by molecular weight (ascending): some entries from above.
canonical_smiles,WRN helicase inh,PLK1 PBD block,EPAC1 agonist,FUS suppressor,EPAC1 antag,PI5P4Ka inh,Abeta yeast res,IL2 activator
Cc1cc(C)c2c(N)c(C(=O)Nc3ccccc3F)sc2n1,-1.5%,-2.7%,18.7%,-14.7%,17.3%,-3.4,8.3%,1.0
COc1ccc(C(=O)Nc2ccc(S(=O)(=O)N3CCN(C)CC3)cc2)cc1[N+](=O)[O-],-10.6%,2.5%,0.8%,9.7%,1.5%,-4.7,0.4%,0.7
CC1(c2ccc(OC(F)F)cc2)NC(=O)N(CC(=O)Nc2ccc(Cl)cc2F)C1=O (stereo not drawn),-3.4%,-3.1%,0.4%,17.0%,5.2%,4.1,7.9%,-0.2

# One compound at a time (already shown):
# CC1(c2ccc(OC(F)F)cc2)NC(=O)N(CC(=O)Nc2ccc(Cl)cc2F)C1=O (stereo not drawn) as listed: WRN helicase inh: -3.4%; PLK1 PBD block: -3.1%; EPAC1 agonist: 0.4%; FUS suppressor: 17.0%; EPAC1 antag: 5.2%; PI5P4Ka inh: 4.1; Abeta yeast res: 7.9%; IL2 activator: -0.2
# Cc1cccc(-n2nc3c(c2NC(=O)CCCl)CSC3)c1 as listed: WRN helicase inh: -2.3%; PLK1 PBD block: -19.1%; EPAC1 agonist: -7.3%; FUS suppressor: 20.7%; EPAC1 antag: -6.9%; PI5P4Ka inh: -13.7; Abeta yeast res: 8.1%; IL2 activator: 1.0
# CCc1cc2cc(C)ccc2nc1SCC(=O)NNC(=O)c1ccco1 as listed: WRN helicase inh: 8.3%; PLK1 PBD block: -10.0%; EPAC1 agonist: -6.2%; FUS suppressor: 20.3%; EPAC1 antag: -12.8%; PI5P4Ka inh: 8.6; Abeta yeast res: -12.2%; IL2 activator: 4.0
